Source: PubChem
ELG1 DNA repair: blocks ELG1-dependent DNA repair in HEK293T cells | actives 2.3% (n = 330,000) | Potency, µM (top dose mostly 46.1 µM), for inactives: at the top dose activity change, negative = inhibition, most hits filed as inhibitors | AID 504467 | HEK293T ELG1-luciferase reporter, luminescence, 16 h; DNA damage induced by 5-fluorouridine; also: potency is read from the fitted curve at half-maximal effect; % is scaled to controls: 0 for no effect and ±100 for the full control effect; nearly all actives have a fitted effect of over 55% in size
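Overnight (16 hr) co-exposure of 2,000 cells/well to 5-fluorouridine and compound at 37 °C preceded detection. Luciferase was quantified via ONE-Glo luminescence; loss of signal denotes inhibition.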
p53 reactivation: restores transcriptional activity of mutant p53 | H1299 p53-A138V BP100-luciferase reporter, luminescence, 24 h | Potency, µM (doses to about 92.2 µM), inactives show top-dose activity change, positive = activation, hits mostly activators | actives 0.063% (n = 320,000) | AID 504706; also: potency is read from the fitted curve at half-maximal effect; % of control where 0% means no effect; nearly all actives have a fitted effect of over 45% in size
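p53-null H1299 cells stably carrying temperature-sensitive p53-A138V and a BP100-luciferase reporter were pinned with compounds (4-point, 1:5 series) and held 24 hrs at 37 deg C. Luminescence was read 10 min after detection reagent.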
FLuc modulator: counter-screen for miR-21 project: firefly luciferase inhibitors or activators | actives 6.9% (n = 360,000) | Potency, µM (doses to about 57.5 µM), for the others: at the highest dose activity change, negative = inhibition, most hits filed as inhibitors | purified FLuc, Km substrates, luminescence inhibition | AID 588342;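 also: potency is read from the fitted curve at half-maximal effect; plate controls were vehicle for no effect and reference inhibitor for full effect; nearly all actives have a fitted effect of over 55% in size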
Target sequence (P08659 whole entry, looked up): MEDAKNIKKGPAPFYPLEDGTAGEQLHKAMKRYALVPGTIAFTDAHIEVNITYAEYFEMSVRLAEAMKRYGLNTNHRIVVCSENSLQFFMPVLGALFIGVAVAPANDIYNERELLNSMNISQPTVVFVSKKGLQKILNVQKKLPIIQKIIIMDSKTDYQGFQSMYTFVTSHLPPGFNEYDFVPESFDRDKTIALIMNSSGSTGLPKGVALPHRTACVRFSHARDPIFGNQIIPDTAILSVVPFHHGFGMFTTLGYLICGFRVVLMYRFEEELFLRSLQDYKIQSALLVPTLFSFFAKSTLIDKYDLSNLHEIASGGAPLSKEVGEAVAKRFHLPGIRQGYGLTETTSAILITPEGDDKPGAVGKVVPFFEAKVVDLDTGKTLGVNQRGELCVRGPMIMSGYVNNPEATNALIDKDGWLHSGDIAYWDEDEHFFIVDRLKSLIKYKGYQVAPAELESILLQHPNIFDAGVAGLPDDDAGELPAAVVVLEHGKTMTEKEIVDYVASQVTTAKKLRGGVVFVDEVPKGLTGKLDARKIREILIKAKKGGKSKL
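Purified P. pyralis luciferase, 10 nM final, with Km-level 10 uM D-luciferin and 10 uM ATP in 50 mM Tris acetate pH 7.5, 10 mM Mg acetate, 0.01% Tween-20, 0.05% BSA; 6-point qHTS titration about 60 µM downward; luminescence read.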
TRPV1 agonist: agonists of human vanilloid receptor 1 (TRPV1) | TRPV1-expressing cells, Fluo-8 calcium influx, agonist mode | activation, % at 8.33 µM | actives 0.19% (n = 320,000); in the data active = activation above about 80%; inconclusive = between about 30% and that limit; also: 0% is about no effect
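Fluo-8 calcium influx in TRPV1-expressing cells, kinetic read (ex 480/em 520 nm). Compound added and read 3 min for agonist activity, followed by capsaicin at EC20 final and 2 min further read for enhancement.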
NPC1 prom act: NPC1 promoter activation. actives 2.4% (n = 320,000). AID 485313. Huh7 NPC1 promoter luciferase reporter, 24 h. Potency, µM (series often up to 9.22 µM), inactives show at the top dose activation, hits mostly activators;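 also: potency is read from the fitted curve at half-maximal effect; % of control where 0% means no effect; nearly all actives have a fitted effect of over 60% in size; reporter is driven by a mutant NPC1 promoter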
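Stably transfected Huh7 (NPC1 promoter→luciferase), 1500 cells/well in Opti-MEM + 10% FBS, 2 h settle, then compound 24 h at 37 °C. Luminescence after 10 min with Amplite reagent.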
Gal4-VP16 FLuc: counter-screen for ROR gamma inhibitors: Gal4-VP16 reporter. Drosophila S2 Gal4-VP16 UAS-luciferase, luminescence, 20 h. Potency, µM (series often up to 53.6 µM), for inactives: at the highest dose activity, negative = inhibition, actives largely listed as inhibitors. actives 3.5% (n = 310,000). AID 2546;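 also: Gal4-VP16 expression switched on by copper sulfate through the metallothionein promoter; potency is read from the fitted curve at half-maximal effect; % is scaled to controls: 0 for no effect and ±100 for the full control effect; nearly all actives have a fitted effect of over 50% in size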
BRCA1 expr up: activators of BRCA1 expression; MCF7-BRCA1-FFLuc reporter, luminescence, 48 h; response scale: scaled: vehicle 0%, 10 µM genistein 100%; Potency, µM (doses to about 46.1 µM), for inactives: at the highest dose activation, usual class: activators; actives 1.1% (n = 380,000); also: potency is read from the fitted curve at half-maximal effect; nearly all actives have a fitted effect of over 80% in size; some results filed as inactive show a strong effect at the top dose
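Luminescence from a BRCA1-driven firefly luciferase in MCF7 cells was the read-out, taken 15 min after substrate addition following 48 h compound exposure at 37 °C. Data were normalized to a 10 microM genistein control and DMSO vehicle.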
Rab9 prom act: activates the Rab9 promoter; Huh7 Rab9 promoter-luciferase reporter, luminescence, 24 h; Potency, µM (highest dose often 9.22 µM), for the others: at the highest dose activation, negative = inhibition, most hits filed as activators; actives 2.8% (n = 320,000); also: potency is read from the fitted curve at half-maximal effect; % of control where 0% means no effect; nearly all actives have a fitted effect of over 60% in size
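Stable Rab9-luc Huh7, 1500 cells/well, 2 h settle; cmpd in DMSO, 24 h, 37 °C/5% CO2; luciferase reagent 10 min RT; luminescence.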
Tb PFK block: blocks T. brucei phosphofructokinase; O15648; T. brucei PFK, ADP-Glo luminescence; Potency, µM (highest dose often 57.5 µM), for inactives: top-dose activity, negative = inhibition, actives largely listed as inhibitors; actives 0.17% (n = 330,000); AID 485367;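 also: potency is read from the fitted curve at half-maximal effect; 0% = uninhibited 1x PFK enzyme wells and -100% = no-enzyme wells; nearly all actives have a fitted effect of over 60% in size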
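In TEA buffer at pH 8.0 with 5 mM MgCl2, enzyme (1.25 nM) converted F6P (0.5 mM) and ATP (0.1 mM) for 45 min at room temperature. ADP product was read by luciferase luminescence.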
ELG1 genotoxic: induces genotoxicity in HEK293T cells with luciferase-tagged ELG1 | HEK293T ELG1-luciferase reporter, luminescence, 16 h | actives 1.3% (n = 330,000) | Potency, µM (top dose mostly 46 µM), without a hit: at the highest dose activity change, positive = activation, usual class: activators; also: potency is read from the fitted curve at half-maximal effect; % of control where 0% means no effect; nearly all actives have a fitted effect of over 60% in size
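Genotoxicity was scored as increased ELG1-luciferase reporter signal, measured by ONE-Glo luminescence (30 min, room temperature). Compound or vehicle exposure of the HEK293T reporter cells lasted 16 hr at 37°C.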
RORg inh: inhibitors of mouse ROR gamma transcriptional activity; actives 5.4% (n = 310,000); Drosophila S2 Gal4-RORgamma UAS-luciferase reporter, 20 h; AID 2551; P51450; Potency, µM (titrated, usually from 53.6 µM), inactives show top-dose activity change, negative = inhibition, hits mostly inhibitors; also: potency is read from the fitted curve at half-maximal effect; % is scaled to controls: 0 for no effect and ±100 for the full control effect; nearly all actives have a fitted effect of over 60% in size
Target sequence (P51450 whole entry, looked up, the tested form may be a part): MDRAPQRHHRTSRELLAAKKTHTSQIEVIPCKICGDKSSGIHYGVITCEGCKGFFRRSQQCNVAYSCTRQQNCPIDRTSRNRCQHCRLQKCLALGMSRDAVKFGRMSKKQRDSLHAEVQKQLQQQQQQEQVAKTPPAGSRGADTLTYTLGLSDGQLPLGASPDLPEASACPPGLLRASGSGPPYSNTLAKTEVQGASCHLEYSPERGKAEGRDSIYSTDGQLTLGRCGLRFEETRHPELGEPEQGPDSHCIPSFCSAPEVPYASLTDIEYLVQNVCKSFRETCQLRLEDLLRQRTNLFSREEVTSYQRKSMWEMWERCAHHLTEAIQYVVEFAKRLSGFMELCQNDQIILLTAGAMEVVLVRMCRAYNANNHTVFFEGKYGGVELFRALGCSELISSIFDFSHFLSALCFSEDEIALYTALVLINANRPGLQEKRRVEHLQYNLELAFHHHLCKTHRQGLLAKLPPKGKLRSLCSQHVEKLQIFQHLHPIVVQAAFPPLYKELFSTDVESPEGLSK
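Compounds are pin-transferred onto Drosophila Schneider cells expressing a copper-inducible Gal4–ROR gamma transactivation domain fusion. After 1 hr, copper sulfate is added to 700 uM final; luciferase is read 20 hr later.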
The depositor's hits bear a star; ? = inconclusive; nt = no result given; & = joins results of further samples; [ ] = remark or other dose. Unless noted, calls follow the shape of the dose curve; as a rule, active = well fitted curve in the direction sought with a large enough effect; inconclusive = small, poorly fitted or top-dose-only effect, or another doubt; inactive = no such curve, though single readings can be large; an effect the other way counts as inactive or inconclusive.

| # | Structure | ELG1 DNA repair | p53 reactivation | FLuc modulator | TRPV1 agonist | NPC1 prom act | Gal4-VP16 FLuc | BRCA1 expr up | Rab9 prom act | Tb PFK block | ELG1 genotoxic | RORg inh |
| --- | --- | --- | --- | --- | --- | --- | --- | --- | --- | --- | --- | --- |
| 1 | CCCCN(C)C/C(O)=C(\C#N)c1nc(-c2ccccc2)cs1 | ? | 10% | -16% | 1 | -2% | 4% | 26% | 3% | 7% | 2% | 17% |
| 2 | COc1ccccc1NS(=O)(=O)c1cccc(C(=O)N/N=C2\CC(=O)CC(C)(C)C2)c1 | 6% | 1% | -2% | 8 | 0% | 4% | -5% | 0% | 0% | 1% | 17% |
| 3 | Cc1ccc(C2N(c3ccc(Cl)c(Cl)c3)C(=O)C3CCCN32)o1 (centres undefined) | 18% | -10% | -1% | nt | 0% | 15% | -19% | -7% | -4% | 12% | ? |
| 4 | Cc1ccc(S(=O)(=O)N2CCN(C(=O)NCc3ccc(F)cc3)CC2)c(C)c1 | -22% | 0% | 1% | 15 | -3% | 0% | -14% | 6% | -8% | -5% | 2% |
| 5 | Cc1ccc(-n2ncc3c2CC(C)(C)CC3NC(=O)CCc2cccnc2)cc1 (centres undefined) | ? | -9% | -2% | 14 | -3% | -1% | -26% | -16% | -9% | -4% | 7% |
| 6 | COc1ccc(-n2nnc3c(=O)n(CC(=O)Nc4cc(C)on4)cnc32)cc1OC | -8% | -3% | -1% | 0 | 1% | -9% | -10% | -4% | -14% | -1% | -12% |
| 7 | Cc1c(Cl)cccc1NC(=O)CSc1nc2c(c(=O)[nH]1)CCCC2 | 4% | -5% | -2% | 1 | -7% | -2% | nt | -2% | 1% | 0% | ? |
| 8 | COC(=O)c1ccccc1NC(=O)c1ccc(COc2cc(C)cc(C)c2)o1 | -12% | 16% | -1%&4% | 7 | -6% | 1% | -1% | -3% | -7% | -1% | 13% |

Whole records, quoted from the list. Order of values: ELG1 DNA repair, p53 reactivation, FLuc modulator, TRPV1 agonist, NPC1 prom act, Gal4-VP16 FLuc, BRCA1 expr up, Rab9 prom act, Tb PFK block, ELG1 genotoxic, RORg inh
Cc1ccc(-n2ncc3c2CC(C)(C)CC3NC(=O)CCc2cccnc2)cc1 (centres undefined) as listed: ?, -9%, -2%, 14, -3%, -1%, -26%, -16%, -9%, -4%, 7%
COc1ccc(-n2nnc3c(=O)n(CC(=O)Nc4cc(C)on4)cnc32)cc1OC as listed: -8%, -3%, -1%, 0, 1%, -9%, -10%, -4%, -14%, -1%, -12%
Cc1ccc(C2N(c3ccc(Cl)c(Cl)c3)C(=O)C3CCCN32)o1 (centres undefined) as listed: 18%, -10%, -1%, nt, 0%, 15%, -19%, -7%, -4%, 12%, ?
COc1ccccc1NS(=O)(=O)c1cccc(C(=O)N/N=C2\CC(=O)CC(C)(C)C2)c1 as listed: 6%, 1%, -2%, 8, 0%, 4%, -5%, 0%, 0%, 1%, 17%
COC(=O)c1ccccc1NC(=O)c1ccc(COc2cc(C)cc(C)c2)o1 as listed: -12%, 16%, -1%&4%, 7, -6%, 1%, -1%, -3%, -7%, -1%, 13%

Part of the list above, limited to Tb PFK block and FLuc modulator:
cpd	Compound	Tb PFK block	FLuc modulator
7	Cc1c(Cl)cccc1NC(=O)CSc1nc2c(c(=O)[nH]1)CCCC2	1%	-2%
5	Cc1ccc(-n2ncc3c2CC(C)(C)CC3NC(=O)CCc2cccnc2)cc1 (centres undefined)	-9%	-2%

(next part)
| # | Structure | ELG1 DNA repair | p53 reactivation | FLuc modulator | TRPV1 agonist | NPC1 prom act | Gal4-VP16 FLuc | BRCA1 expr up | Rab9 prom act | Tb PFK block | ELG1 genotoxic | RORg inh |
| --- | --- | --- | --- | --- | --- | --- | --- | --- | --- | --- | --- | --- |
| 9 | O=C(CN1CCN(CC(=O)Nc2ccccn2)CC1)Nc1ccccn1 | 7% | -3% | 2% | -1 | -2% | 1% | 5% | 1% | 1% | 2% | ? |
| 10 | O=C1c2ccccc2C(=O)N1CCCc1nc2ccccc2c(=O)n1-c1cccnc1 | ? | 1% | 8% | 8 | -5% | ? | -12% | 3% | 0% | 1% | -30% |
| 11 | COc1cc2c(cc1OC)CN(C(=O)COc1ccccc1C#N)CC2 | ? | -3% | ? | 16 | -1% | 6% | -27% | -3%[1.84 µM] | 2% | 0% | 10% |
| 12 | Cc1cc(NC(=O)c2cc(-c3ccccn3)nc3ccc(Br)cc23)no1 | 2% | 15% | 2% | ? | 2% | -5% | -40% | 2% | -7% | -2% | -11% |
| 13 | COCc1ccc(C(=O)N2CCCC(N(C)Cc3ccccc3)C2)s1 (centres undefined) | ? | 8% | 6% | 6 | -1% | 1% | -5% | 2% | -1% | 0% | 12% |
| 14 | CCO/C=C/C(O)(CNC(=O)c1ccc(C(C)(C)C)cc1)C(F)(F)F (centres undefined) | 15% | 9% | -4% | 0 | 2% | 20µM* | -5% | -1% | 3% | -10% | -85% |
| 15 | CSc1nsc2nc(=O)c(/C=C3\C(C)=Nc4ccc(C)cc43)c(N)n12 | ? | ? | 13µM* | -5 | -12% | 19% | -52% | -10% | 9% | -23% | 29% |
| 16 | Cc1ccc(OC(C)C(=O)Nc2ccc(S(=O)(=O)Nc3nccs3)cc2)cc1 (centres undefined) | 0% | nt | 2% | 3 | 0% | nt | -9% | -1% | -10% | -3% | nt |
| 17 | Nc1ncnc2c1ncn2[C@@H]1O[C@H](CNC(=O)[C@@H]2CCN2)[C@@H](O)[C@H]1O | 16% | -4% | nt | nt | nt | nt | 11% | nt | -3% | 14% | nt |
| 18 | CS(=O)(=O)N(CC(=O)NCc1ccncc1)C1CCCCC1 | 8% | 15% | -1% | -2 | -6% | -1% | 5% | -3% | -2% | 0% | -7% |
| 19 | Cc1cnc(NC(=O)CCNC(=O)c2ccc([N+](=O)[O-])cc2)s1 | -4% | -9% | 0% | -1 | 0% | 0% | 2% | 0% | 2% | 10% | 12% |
| 20 | CCOc1ccc(NS(=O)(=O)c2ccc(NC(=O)C3CC3)cc2)cc1 | 2% | -2% | 4% | 13 | 0% | -11% | -4% | 0% | 0% | 14% | -3% |
| 21 | COCCCNc1nnc(Cc2ccc(Cl)cc2)c(=O)[nH]1 | -3% | 6% | 1% | -3 | -15% | -4% | -60% | -24% | -18% | 16% | -8% |
| 22 | C=CCn1c(=O)c2ccc(C(=O)NCc3ccccc3)cc2n(Cc2cccc(Cl)c2)c1=O | -9% | -9% | 1% | -9 | -3% | ? | -27% | -14% | 1% | 0% | -41% |
| 23 | COC(=O)c1ccc(N2CCN(C)CC2)c(NC(=O)c2ccc(-c3ccc(Cl)cc3)o2)c1 | -2% | -6% | 0% | 17 | 0% | -8% | -10% | 3% | 2% | 5% | -9% |
| 24 | O=C(Nc1nnc(C2CC2)s1)C1Cc2ccccc2CN1C(=O)c1ccco1 (centres undefined) | -10% | 3% | ? | 2 | -1% | ? | -3% | 6% | 26% | 2% | -12% |
| 25 | COC(=O)c1[nH]c(C)c(/C(O)=C2\C(=O)C(=O)N(CCN3CCOCC3)C2c2cccs2)c1C (centres undefined) | -7% | 0% | -1% | -1 | -3% | 6% | -27% | 4% | -2% | 14% | 31% |
| 26 | CCC(CC)C(=O)c1c[nH]c(C(=O)NCc2cccnc2)c1 | -9% | 0% | 4% | 2 | -6% | -8% | -41% | -2% | 1% | -2% | 1% |
| 27 | O=C(Nc1ccc(N2CCN(Cc3ccccc3)CC2)cc1)c1ccccc1[N+](=O)[O-] | 5% | -2% | 3% | 1 | -7% | -3%[10 µM] | -19% | -5% | 0% | 1% | 0% |
| 28 | COc1cc(/C=N/N=C(/C(=O)c2ccccc2)c2ccccc2)cc(OC)c1O | ? | -6% | 1% | 25 | 2% | -26% | -11% | -3% | -2% | -6% | ? |
| 29 | COc1ccc(-c2cc(C(=O)N(C)Cc3ccccc3)c3ccccc3n2)cc1 | 23µM* | -57%[inhibitor] | 11µM* | 18 | -3% | -13% | -29% | -1% | -3% | 0% | ? |
| 30 | CC1N(C(=O)N(C)C)CCN1S(=O)(=O)c1ccccc1 (centres undefined) | -5% | 1% | 0% | -2 | -3% | -1% | -7% | -7% | -9% | -4% | -10% |
| 31 | COc1cccc(CC2(CO)CCCN(S(=O)(=O)N(C)C)C2)c1 (centres undefined) | 1% | 2% | -3% | -1 | -1% | 6% | -24% | -1% | -2% | -1% | 3% |
| 32 | O=C(C1CCCN(S(=O)(=O)c2ccccc2)C1)N1CCN(c2ccccc2)CC1 (centres undefined) | ? | -11% | 1% | -2 | 5% | 3% | -10% | 3% | -3% | -11% | 28% |
